Screening data deposited in PubChem BioAssay by several laboratories.
DTT redox prof: compounds producing H2O2 with reducing agent – biochemical, NIH compound library profiling, artefact control for MLSCN library redox annotation, primary screen | activation, % at 10 µM | 0.03% of 200,000 active | DTT-dependent redox cycling H2O2, phenol red/HRP absorbance; 100% = 100 µM peroxide control, 0% = buffer;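 active = activation of at least 50% relative to the plate's high and low controls in the primary single-dose screen; inactive = activation below 50%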;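 note: compound incubated with DTT at 0.8 mM final as the reducing agent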
PPARg SRC-2 ag: agonists of PPARg-SRC-2 recruitment, primary screen, biochemical, HTS; Peroxisome proliferator-activated receptor gamma (Homo sapiens), P37231; PPARgamma LBD-SRC-2 recruitment; activation, % at 8 µM; 0.34% of 200,000 active; in the data active = activation above about 22%;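 note: 0% = vehicle and 100% = reference agonist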
SRC2 TRFRET art: TR-FRET signal artefacts, primary screen, artefact control for PPARgamma SRC-2 agonist project, biochemical; TR-FRET artefact counter-screen; hits give high values; TR-FRET ratio at 8 µM; 0.4% of 200,000 active; AID 1049, 2008; in the data active = TR-FRET ratio above about 2000; note: inactives centre near 1500
TLR4 MyD88 comp: inhibitors of TLR4-MyD88 association in cells, primary screen, cell-based, HeLa CL3-4, BLA complementation, FRET ratio. Toll-like receptor 4 (Homo sapiens) + Myeloid differentiation primary response protein …. HeLa CL3-4 TLR4/MyD88 BLA complementation. inhibition, % at 8.4 µM. 0.18% of 200,000 active; in the data active = inhibition above about 25%;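 note: 0% = vehicle and 100% = reference inhibitor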
Target sequence (O00206 whole entry, looked up): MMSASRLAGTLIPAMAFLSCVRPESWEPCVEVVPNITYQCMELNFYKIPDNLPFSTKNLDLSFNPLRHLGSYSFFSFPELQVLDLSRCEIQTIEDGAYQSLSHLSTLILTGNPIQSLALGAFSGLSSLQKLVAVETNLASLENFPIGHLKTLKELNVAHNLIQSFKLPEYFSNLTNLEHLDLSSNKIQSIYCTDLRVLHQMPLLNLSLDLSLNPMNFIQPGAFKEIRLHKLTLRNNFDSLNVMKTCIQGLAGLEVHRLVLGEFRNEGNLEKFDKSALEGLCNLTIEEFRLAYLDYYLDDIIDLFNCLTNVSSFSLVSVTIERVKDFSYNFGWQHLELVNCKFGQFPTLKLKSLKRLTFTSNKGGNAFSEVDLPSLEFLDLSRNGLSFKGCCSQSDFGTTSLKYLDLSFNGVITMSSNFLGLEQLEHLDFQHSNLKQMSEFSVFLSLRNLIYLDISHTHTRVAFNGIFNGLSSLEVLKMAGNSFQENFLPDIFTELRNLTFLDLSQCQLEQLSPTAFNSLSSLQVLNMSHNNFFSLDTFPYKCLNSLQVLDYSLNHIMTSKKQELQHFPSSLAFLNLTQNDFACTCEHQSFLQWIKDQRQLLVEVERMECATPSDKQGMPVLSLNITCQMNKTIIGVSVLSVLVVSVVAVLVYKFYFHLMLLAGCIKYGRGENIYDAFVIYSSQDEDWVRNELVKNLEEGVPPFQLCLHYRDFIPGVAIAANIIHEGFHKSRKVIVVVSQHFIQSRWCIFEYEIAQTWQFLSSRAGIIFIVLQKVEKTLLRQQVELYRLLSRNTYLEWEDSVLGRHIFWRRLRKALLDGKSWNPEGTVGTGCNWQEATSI
Target sequence (Q99836 whole entry, looked up): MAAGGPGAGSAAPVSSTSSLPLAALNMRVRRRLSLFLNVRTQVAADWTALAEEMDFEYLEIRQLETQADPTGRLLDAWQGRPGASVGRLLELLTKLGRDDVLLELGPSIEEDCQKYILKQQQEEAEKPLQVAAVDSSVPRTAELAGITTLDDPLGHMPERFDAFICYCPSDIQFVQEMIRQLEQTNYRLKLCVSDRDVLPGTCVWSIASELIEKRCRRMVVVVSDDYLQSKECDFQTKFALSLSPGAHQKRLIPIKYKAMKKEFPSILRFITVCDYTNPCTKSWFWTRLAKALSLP
PPARg SRC1 recr: PPARgamma agonists recruiting SRC-1 coactivator, primary screen, biochemical; Peroxisome proliferator-activated receptor gamma (Homo sapiens), P37231; PPARgamma-SRC-1 coactivator recruitment biochemical assay; activation, % at 8 µM; 0.41% of 200,000 active; in the data active = activation above about 19%;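 note: 0% = DMSO and 100% = reference agonist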
PPARg SRC-3 ag: PPARgamma agonists recruiting SRC-3 coactivator, primary screen, biochemical | Peroxisome proliferator-activated receptor gamma (Homo sapiens), P37231 | biochemical PPARgamma/SRC-3 coactivator recruitment assay | activation, % at 8 µM | 0.26% of 200,000 active; in the data active = activation above about 23%;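 note: 0% = DMSO and 100% = reference agonist; some compounds past the cut are filed as inactive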
bIAP inh: bovine intestinal alkaline phosphatase inhibitors, primary screen, selectivity assay for TNAP inhibitor project, biochemical, bovine IAP, CDP-star luminescence | alkaline phosphatase, intestinal [Bos taurus] | purified bovine IAP, 30 min | inhibition, % at 20 µM | 190,000 tested, under 10 active | AID 1019, 2008;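 active = over 50% inhibition of intestinal alkaline phosphatase at 20 µM in the single-dose screen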
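test system = bovine IAP enzyme | medium = DEA buffer 100 mM, pH 9.8, with MgCl2 1.0 mM, ZnCl2 0.02 mM | detection = luminescence | dosing = single compound dose of 20 µM, 2% DMSO final | incubation = 30 min reaction at room temperature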
ROMK mod: ROMK potassium channel modulators, primary screen, cell-based, thallium flux, MLSMR library. ATP-sensitive inward rectifier potassium channel 1 (Homo sapiens), P48048. Tet-inducible ROMK, thallium flux fluorescence; actives lie on both sides. B-score at 10 µM. 2% of 130,000 active;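 active = signal ratio slope over the read window, or its plate-corrected B-score, at least 3 SD from the plate mean, either direction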;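 note: B-score of the F/F0 ratio slope over 7 to 12 s after thallium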
L major viab: Leishmania major promastigote growth inhibition, primary screen; Leishmania major promastigotes, resazurin fluorescence viability; inhibition, % at 10 µM; 9% of 200,000 active; in the data active = inhibition above about 50%;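 note: promastigotes grown with compound for 44 hours at 28 °C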
bIAP act: bovine intestinal alkaline phosphatase activators, primary screen, biochemical, bovine IAP, CDP-star luminescence; purified bovine IAP, 30 min; hits give high values; fold of DMSO-control signal, blank-subtracted; activation factor at 20 µM; 0.17% of 200,000 active; AID 1016, 2008;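 active = activation factor of 2 or more at 20 µM, a signal rise over negative controls twice the positive control's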
S1P3 antag: S1P3 receptor antagonists, primary screen, cell-based. Sphingosine 1-phosphate receptor 3 (Homo sapiens), Q99500. CHO S1P3 NFAT-BLA reporter, FRET fluorescence, antagonist mode. inhibition, % at 4.98 µM. 0.27% of 170,000 active. AID 485, 2006;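 active = inhibition above the plate cutoff, the mean inhibition of test wells on that plate plus 3 SD, cut at about 28% in these data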;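 note: cells challenged with S1P at its EC80 of 0.8 µM; blue over green emission ratio from cleaved BLA substrate after 4 h stimulation; 0% = S1P-stimulated wells and 100% = unstimulated DMSO-only wells; some compounds past the cut are filed as inactive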
The depositor's hits bear a star; / = not tested or not shown.

SMILES	DTT redox prof	PPARg SRC-2 ag	SRC2 TRFRET art	TLR4 MyD88 comp	PPARg SRC1 recr	PPARg SRC-3 ag	bIAP inh	ROMK mod	L major viab	bIAP act	S1P3 antag
c1ccc(-c2noc(-c3ccc4c(c3)OCO4)n2)nc1	-0.1	0	1382	-10	-2	-1	14	/	-6	0.9	11
Cc1ccc(/C=C2/SC(=S)N(CCC(=O)N3CCN(C)CC3)C2=O)cc1	-0.9	3	1587	5	0	1	-1	-0.87	97*	1	-9
CC(NC(=O)CSc1nc2ccccc2c(=O)n1CCCO)c1ccccc1 (stereo not drawn)	-0.2	-7	1311	10	3	-2	-12	/	-2	1.1	-4
CC(C)C(NC(=O)C1CCCCC1)C(=O)Nc1ccncc1 (stereo not drawn)	-0.3	4	1458	-1	2	3	8	/	-4	0.9	6
COc1ccc(CCNC(=O)Cc2cccs2)cc1	0.2	-2	1426	3	4	-3	-5	1	56*	1	5
NNc1nnc(-c2ccccc2)c(-c2ccccc2)n1	-0.1	2	1456	-3	7	-2	39	-0.024	-4	0.6	/
COc1ccc(CC(=O)N(Cc2cc3cc(OC)ccc3[nH]c2=O)C(C)C)cc1	-0.6	3	1542	-2	0	19	-1	/	94*	1	14
O=C(NCc1nc(-c2ccccc2)no1)c1ccc(Br)o1	3.0	10	1576	-11	4	4	16	/	-6	0.8	1
CN1CCN(c2cc(=O)n(Cc3ccc(F)cc3)c(=O)[nH]2)CC1	-0.5	-2	1371	5	-12	-3	1	/	-2	1	/
Cc1ccc(SCCNC(=S)Nc2cc(C)ccc2C)cc1	-0.1	14	1604	-3	3	0	/	-0.46	28	0.4	/
COc1ccc2oc(=O)c(C(=O)n3ccc(C)n3)cc2c1	-0.1	-2	1679	-4	-2	1	13	0.016	4	0.9	/
Clc1ccc(NCc2nnc3n2CCCCC3)cc1	-0.1	6	1383	11	12	0	0	0.52	7	1	-26
COc1ccc(C2CC(c3cccs3)=NN2C(=O)CSc2nc3ccccc3s2)cc1 (stereo not drawn)	2.8	-3	1628	1	-4	1	15	-0.66	-1	0.8	-1
Cc1ccc(-c2nnc(OCCN3CCOCC3)c3ccccc23)cc1	-0.9	-3	1464	8	-4	1	4	0.0049	9	1	/
O=C(NC1CC1)C1CCN(C2CCN(C(=O)Cc3ccc(F)cc3)CC2)CC1	-0.8	3	1609	-3	13	1	-7	0.54	30	1.1	3
COC(=O)c1cc(=O)n(Cc2ccc(OC)c(OC)c2)c(=Nc2ccc(F)cc2)s1	-0.9	-2	1495	-7	6	3	-4	/	7	1	/
CCOc1ncccc1C(=O)N1CCN(C(=O)c2ccccc2)CC1	5.0	2	1507	-7	-2	-2	-4	-0.14	-5	1	8
CSc1ccc(C(=O)C2CCCN(C(=O)c3csc(C(C)=O)c3)C2)cc1 (stereo not drawn)	-0.8	5	1596	-6	-6	-5	7	-0.52	-2	0.9	-13
O=C(CCN1C(=O)c2ccccc2C1=O)NC(=S)Nc1ccccc1Cl	-0.3	2	1797	-3	10	2	5	0.64	-10	0.9	-12
CCOC(=O)NN1C(=O)c2ccccc2NC1c1cccc(O)c1 (stereo not drawn)	0.2	-5	1509	-1	-10	7	-3	-1.2	33	1	1
O=C(CCn1[nH]c(=O)c2ccccc2c1=O)N1CCOCC1	0.4	2	1362	-12	3	1	3	0.96	5	1	/
CCOC(=O)N1CCC(N(C(=O)Nc2cccc(OC)c2)C(C)CC)CC1 (stereo not drawn)	2.8	-7	1293	1	-11	-8	0	/	-3	1	11
CCOc1ccc(-c2cn(-c3ccc(OC)cc3)c(SC)n2)cc1	0.1	1	1639	-7	4	0	10	-0.28	51*	0.9	-1
Cc1nc2c([nH]c3ccccc32)c(=O)n1N	0.6	-4	1596	4	-2	1	7	-0.14	-5	0.9	-3

Given with two lines to a compound: part of the list above.
Every second line gives: DTT redox prof | PPARg SRC-2 ag | SRC2 TRFRET art | TLR4 MyD88 comp | PPARg SRC1 recr | PPARg SRC-3 ag | bIAP inh | ROMK mod | L major viab | bIAP act | S1P3 antag
- NNc1nnc(-c2ccccc2)c(-c2ccccc2)n1
 : -0.1 | 2 | 1456 | -3 | 7 | -2 | 39 | -0.024 | -4 | 0.6 | /
- COc1ccc(CC(=O)N(Cc2cc3cc(OC)ccc3[nH]c2=O)C(C)C)cc1
 : -0.6 | 3 | 1542 | -2 | 0 | 19 | -1 | / | 94* | 1 | 14

More structures:
SMILES	DTT redox prof	PPARg SRC-2 ag	SRC2 TRFRET art	TLR4 MyD88 comp	PPARg SRC1 recr	PPARg SRC-3 ag	bIAP inh	ROMK mod	L major viab	bIAP act	S1P3 antag
Cc1ccc(-c2nnn(CC(=O)N(CC(=O)NC(C)C)c3cnc4ccccc4c3)n2)o1	-0.2	-4	1461	-2	1	1	10	0.12	-2	0.9	11
Cc1ccccc1-n1c(N)cc(=O)[nH]c1=S	1.7	0	1473	-6	5	6	7	/	7	0.9	9
COc1ccccc1CNC(=O)C(CC(C)C)NS(=O)(=O)c1ccc2c(c1)oc(=O)n2C (stereo not drawn)	-3.4	-7	1427	-3	3	0	12	/	-1	0.9	/
CCN1/C(=C(\O)c2ccccc2)C(=O)c2ccccc2S1(=O)=O	2.1	-2	1478	-11	-3	-16	11	/	4	0.9	-42
COc1ccc(S(=O)(=O)CCC(=O)Nc2cc(C)ccc2OC)cc1	4.4	12	1685	8	1	2	-28	-1.2	-3	1.3	7
COc1c(C)cc(C(=O)C2CCCN(Cc3ccc(Oc4ncccn4)cc3)C2)cc1C (stereo not drawn)	-0.1	6	1736	0	2	-1	7	-0.18	82*	0.9	11
CC(=O)Nc1ccc(NC(=O)C2CCCN(C(=O)c3ccc(Cl)cc3)C2)cc1 (stereo not drawn)	-0.9	7	1615	-11	6	5	-9	-0.31	4	1.1	-11
Cc1cc(C)cc(NC(=O)N2CCC(NC(=O)c3ccc(F)cc3)CC2)c1	1.5	0	1366	2	-1	-5	0	/	8	1	-20
C=CCOC(=O)C1=C[C@H](c2ccc(Br)cc2)[C@@H](CCCO)[C@H](OCC)O1	-2.1	1	1524	-7	-2	3	0	/	43	1	-15
C/C(=N\N=C1\NC(=O)C(CC(=O)Nc2ccc(C)c(Cl)c2)S1)C(C)(C)C (stereo not drawn)	-0.9	-3	1412	0	6	-2	1	0.14	13	1	-13
Cc1cc(C(=O)CSc2ccc3c(c2)OCCO3)c(C)n1C1CC1	-0.5	3	1784	6	-2	3	46	-0.79	5	0.5	-1
O=C1c2ccccc2S(=O)(=O)N1CCOc1ccccc1	1.9	5	1637	-7	0	6	14	/	-4	0.9	-37
CCOc1ccccc1NC(=O)CN1CCC(NC(=O)c2ccccc2)CC1	1.2	3	1679	-5	1	10	-6	/	16	1.1	/
CC1CCN(S(=O)(=O)c2cccc(C(=O)NCc3cccs3)c2)CC1	-0.7	0	1483	3	0	-10	28	/	0	0.7	-37
O=C(O)c1ccccc1SCc1cn2cc(Br)ccc2n1	-0.2	-1	1604	10	-3	3	-2	-0.36	-5	1	-1
CCCc1cc(C(=O)NNC(=S)NCC2CCCO2)cs1 (stereo not drawn)	0.0	7	1773	-5	5	2	10	/	-5	0.9	3
CC(C)(C)C(=O)C(Oc1cccc2nonc12)n1cncn1 (stereo not drawn)	1.4	10	1703	-3	5	6	8	/	24	0.9	3
N#Cc1c2n(c3c(=O)n(CC(=O)c4ccc([N+](=O)[O-])cc4)cnc13)CCCCC2	0.1	1	1559	-4	3	5	1	0.21	-6	1	-5
Cc1cccc(NC(=S)NN(Cc2ccccc2)c2ccccc2)c1C	0.9	5	1451	0	6	-9	13	0.73	56*	0.9	/
Cc1ccc(C(=O)N2CCN(c3ccc(C(F)(F)F)cn3)CC2)cc1	2.6	-5	1377	6	10	7	6	/	-5	0.9	/
COc1ccc(OCC(=O)N2CCN(C(=O)Cc3ccccc3)CC2)cc1	0.4	-2	1606	-3	-9	-13	1	/	-4	1	-29
COC(=O)c1sc(-c2ccccc2)cc1NC(=O)c1ccccc1	2.4	-3	1346	1	-2	-1	9	/	-2	0.9	-13
NS(=O)(=O)c1ccc(CCNC(=O)c2ccc3c(c2)OCCO3)cc1	-1.1	2	1531	-8	2	6	4	-0.018	1	1	-11
CCn1c(-c2ccc(F)cc2)cnc1SCC(=O)N1CCCCC1C (stereo not drawn)	0.0	-5	1400	-8	-2	-7	-18	-0.039	4	1.2	/
O=C(Nc1ncc([N+](=O)[O-])s1)C1CCN(S(=O)(=O)c2cnc[nH]2)CC1	-3.4	-3	1563	-16	-3	-1	14	/	-9	0.9	/
COC(=O)c1sccc1NC(=S)Nc1ccc(OC)cc1	3.6	12	1779	-12	9	6	-7	-0.35	-5	1.1	10
CC(C)COP(=O)(OCC(C)C)C(O)c1ccc(F)cc1 (stereo not drawn)	0.1	9	1603	-1	0	5	/	/	-3	0.2	-10
Cc1ccc(S(=O)(=O)NC(=O)NCc2ccc(F)cc2)cc1	-1.5	7	1586	-4	10	5	2	0.39	-3	1	-32
COc1cccc2c1OC1(C)CC2NC(=O)N1c1cccc(C(=O)Nc2ccc3c(c2)OCCO3)c1 (stereo not drawn)	-0.7	-4	1527	1	-7	-1	2	-0.42	-3	1	/
CCCCNc1ncnc2c1cnn2-c1ccccc1	-3.6	0	1729	-4	-2	7	-5	1.8	11	1.1	32
COC(=O)C1=C(C)N(C)C(=O)NC1c1ccccc1 (stereo not drawn)	-0.7	10	1514	-4	6	19	3	0.26	4	1	10
O=C(NCC1CCCO1)C(=O)N/N=C/c1ccccc1C(=O)O (stereo not drawn)	-0.5	5	1599	3	-6	7	-4	0.26	-8	1	-6
CCN(CCn1cccn1)Cc1cn[nH]c1-c1ccc(OC)cc1F	-0.7	1	1515	-2	4	-1	9	0.49	3	0.9	-13
CCn1c(CNC(=O)COc2c(C)cccc2C)nnc1SCC(=O)Nc1nccs1	0.0	8	1516	-14	-3	13	13	-0.5	-3	0.9	/
Cc1cc(NC(=O)CCCN2C(=O)c3cccc4cccc(c34)C2=O)no1	-0.1	6	1480	7	2	0	-15	0.34	-4	1.1	-6
CC(C)N1C(=O)C(Cc2nc3ccccc3c(=O)n2-c2ccccc2)c2ccccc21 (stereo not drawn)	-4.2	-4	1705	-1	6	1	-17	/	21	1.2	/
CCN(CC)CCCNC(=O)CSc1c2c(nc3cc(Cl)ccc13)CCCC2	2.0	34*	2152*	16	33*	22	-6	-0.23	100*	1.1	10
